PglD DTNB = PglD (C. jejuni) enzyme inhibition. purified PglD enzyme, DTNB colorimetric CoA detection. inhibition, % at 12.5 µM. 360,000 compounds, 0.098% hits; in the data active = inhibition above about 16%, passing the limit was not always enough; inconclusive = no clear call, values can overlap the other calls; also: strong numbers were not always called active
LGR2 antag = Drosophila LGR2 receptor signaling inhibition | HEK293 LGR2, CRE-luciferase, bursicon-stimulated, 4 h | inhibition, % at 9.99 µM | 380,000 compounds, 0.35% hits;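 active = drop in luminescence signal, shown as inhibition above about 50% in the replicate tests, limit read from the data, passing the limit was not always enough; inconclusive = probably only some replicates passing the limit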;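 also: agonist challenge used bursicon conditioned medium at about half maximal strength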
Statin myotox sup = suppression of simvastatin myotoxicity. 330,000 compounds, 0.78% hits. C2C12 myotubes + simvastatin, ATP luminescence, 48 h; scaled: DMSO 0, geranylgeraniol control 100. AID 602340. rescue of ATP level, % at 7.49 µM;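 active = mean ATP rescue above about 67%, or every replicate alone reaching that limit, limit read from the data, passing the limit was not always enough; inconclusive = no clear call, values can overlap the other calls; inactive = mean under the limit and some replicate under it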;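 also: myotubes were challenged with 10 µM simvastatin during compound exposure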
ARNT-TACC3 inh = ARNT/TACC3 interaction disruption. inhibition, % at 9.99 µM. AlphaScreen His-ARNT PAS-B/GST-TACC3 binding, luminescence; TACC3 fragment carries E629A point mutation. AID 623870. 390,000 compounds, 0.66% hits;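 active = mean inhibition of replicates at least 50% and at least half of replicates each reaching 50%; inconclusive = half or more replicates reach 50% but mean below 50%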;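 also: 0% = complete ARNT plus TACC3 wells and 100% = ARNT alone without TACC3; many hits fall short of the cut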
PAX8 reporter = PAX8 transcriptional activity inhibition. RMG-I TPO-luciferase reporter, SteadyGlo, 24 h. inhibition, % at 12.6 µM. 360,000 compounds, 1.2% hits. AID 652154;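 active = mean replicate inhibition at least 60% with every replicate also reaching 60%; inconclusive = only one of the two criteria is met; inactive = mean below 60% and not all replicates reaching 60%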;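 also: luciferase light reporting Pax8 driven TPO promoter activity; plate controls were median of neutral control wells for no effect and mitoxantrone controls for full effect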
PGC1a acetyl inh = PGC1a acetylation modulation, inhibitor mode; U2OS PGC1a acetylation, AlphaScreen anti-acetyl-lysine; with virally co-expressed GCN5 acetyltransferase; inhibition, % at 15.6 µM; 350,000 compounds, 0.17% hits;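 active = every replicate shows inhibition of at least 40%; inconclusive = mean inhibition at least 40% but some replicate below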;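 also: 0% = neutral control wells and 100% = positive control wells; some results beyond the cut were filed as inactive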
GSIS activator = GLuc luminescence reporter in INS-1E cells, primary screen for activators of glucose-dependent secretion of insulin. INS-1E GLuc reporter insulin secretion, 2-3 h. activation, % at 16.6 µM. AID 743287. 370,000 compounds, 0.61% hits;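 active = lowest replicate activation of at least 40%, so every replicate reaches that level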;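 also: 0% = median of neutral control wells and 100% = median of IBMX positive control wells; some compounds called inactive have numbers as strong as hits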
Cneo AK release = causes C. neoformans cell lysis; adenylate kinase release luminescence, 4 h; normalised: neutral wells 0, clomiphene wells 100; lysis activity, % at 15 µM; 360,000 compounds, 0.2% hits; AID 651654;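 active = mean lysis activity across replicates of at least 80%, whatever share of replicates individually reach that level; inactive = mean lysis activity below 80%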
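Signal: Adenylate kinase release luminescence | Assay system: Log-phase Cryptococcus neoformans yeast cells | Input: Cells at 5 × 10^6 per mL | Buffer or medium: Fresh YPD growth medium | Compound: Single dose | Schedule: Static 4 h at 37 °C with compound, 1 h detection | Controls: Clomiphene | Read-out: Luminescence rise reflecting yeast cell lysis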
* = called active by the depositor; ? = inconclusive; . = no result given; & = joins results of further samples.

#1 COc1cccc(NC(=O)N(C)C[C@H]2Oc3ncc(C#Cc4ccccc4)cc3C(=O)N([C@H](C)CO)C[C@@H]2C)c1
#2 COc1ccccc1NC(=O)C(C)OC(=O)c1cccc(-n2cnnn2)c1 (stereo unspecified)
#3 CN1c2ccc(C#Cc3cccnc3)cc2[C@H]2[C@H](CCN2S(=O)(=O)c2cccc(F)c2)[C@@H]1CO
#4 O=C(c1csc2c1CCCC2)N1CCN(c2ccc(F)cc2)CC1
#5 COC(=O)c1ccc2c(c1)NC1=C(C(=O)CC(C)(C)C1)C(c1ccncc1)N2 (stereo unspecified)
#6 CCCN1C(=O)/C(=C2\SC(N3CCCCC3)=NC2=O)c2ccccc21
#7 Cc1noc(C)c1NC(=O)N[C@H]1C=C[C@@H](CC(=O)Nc2ccccc2)O[C@@H]1CO
#8 Cc1noc(C)c1NC(=O)Nc1ccc2c(c1)C(=O)N([C@H](C)CO)C[C@@H](C)[C@@H](CN(C)S(=O)(=O)c1cccs1)OCCCC[C@H](C)O2
#9 Cc1cc(C(=O)N2CCCC(N3CCN(c4cccc(C(F)(F)F)c4)CC3)C2)no1 (stereo unspecified)
#10 C[C@H]1CN([C@@H](C)CO)C(=O)c2cccc(NC(=O)Nc3ccc4c(c3)OCO4)c2O[C@@H]1CN(C)Cc1ccc(C(=O)O)cc1
Screen / compound no.,1,2,3,4,5,6,7,8,9,10
ARNT-TACC3 inh,3,0,-7,-1,-4,16,-2,-5,1,1
GSIS activator,-24,9,-1,.,4,.,14,-5,-24,18
PGC1a acetyl inh,11,.,-5,8,2,-9,-1,.,.,2
Cneo AK release,-4,3,63,10,5,-6,-5,36,5,-3
PglD DTNB,-5,0,3,5,0,-11,0,3,-2,-1
PAX8 reporter,4,15,4,.,22,-144,.,-3,7,.
LGR2 antag,19,2,7,.,-3,.,-12,3,-7,0
Statin myotox sup,18,-18,-5,6,3,?,-4,2,1,.

Grouped by structure, those above containing a carbonyl joined to an NH by a bond outside any ring (5)
#1 COc1cccc(NC(=O)N(C)C[C@H]2Oc3ncc(C#Cc4ccccc4)cc3C(=O)N([C@H](C)CO)C[C@@H]2C)c1
#2 COc1ccccc1NC(=O)C(C)OC(=O)c1cccc(-n2cnnn2)c1 (stereo unspecified)
#7 Cc1noc(C)c1NC(=O)N[C@H]1C=C[C@@H](CC(=O)Nc2ccccc2)O[C@@H]1CO
#8 Cc1noc(C)c1NC(=O)Nc1ccc2c(c1)C(=O)N([C@H](C)CO)C[C@@H](C)[C@@H](CN(C)S(=O)(=O)c1cccs1)OCCCC[C@H](C)O2
#10 C[C@H]1CN([C@@H](C)CO)C(=O)c2cccc(NC(=O)Nc3ccc4c(c3)OCO4)c2O[C@@H]1CN(C)Cc1ccc(C(=O)O)cc1
Screen / compound no.,1,2,7,8,10
ARNT-TACC3 inh,3,0,-2,-5,1
GSIS activator,-24,9,14,-5,18
PGC1a acetyl inh,11,.,-1,.,2
Cneo AK release,-4,3,-5,36,-3
PglD DTNB,-5,0,0,3,-1
PAX8 reporter,4,15,.,-3,.
LGR2 antag,19,2,-12,3,0
Statin myotox sup,18,-18,-4,2,.

Going on with the list:
#11 O=C(O)CC1=C(O)C(=O)N(c2ccccc2)C1c1ccc(Cl)cc1 (stereo unspecified)
#12 CC(C)CN(C(=O)COC(=O)c1ccccn1)c1c(N)n(Cc2ccccc2)c(=O)[nH]c1=O
#13 COc1cc2c(cc1OC)C(=O)N1[C@H]3c4ccccc4OC[C@@H]3[C@H](c3ccccc3)[C@]1(C)C(=O)N2
#14 CC1C=CCC2C(=O)N(c3cccc(C(=O)NCc4ccccc4)c3)C(=O)C12 (stereo unspecified)
#15 Cc1cc(C(=O)COC(=O)C2=NN(c3ccccc3)C(=O)CC2)c(C)n1CC(F)(F)F
#16 COc1ccc(-c2ccc3c(c2)[C@@H]2[C@@H](CCN2S(=O)(=O)c2ccccc2F)[C@H](CO)N3)cc1
#17 Cc1noc(C)c1NC(=O)N(C)C[C@@H]1Oc2ccc(NS(=O)(=O)c3c(C)noc3C)cc2C(=O)N([C@H](C)CO)C[C@H]1C
#18 CCN(CC)c1ccc(/C=N/NC(=O)Cc2cccs2)cc1
#19 C[C@H](CO)N1C[C@H](C)[C@H](CN(C)S(=O)(=O)c2ccc(F)cc2)Oc2c(NC(=O)C3CCOCC3)cccc2C1=O
#20 O=C1N[C@@H](Cc2ccccc2)COC(=O)[C@H](Cc2ccc(F)cc2)C/C=C\C[C@H]1CC(=O)N(CCO)Cc1ccccc1
Screen / compound no.,11,12,13,14,15,16,17,18,19,20
ARNT-TACC3 inh,3,-13,2,-5,-7,11,-2,-8,-10,-3
GSIS activator,16,-6,-25,5,-9,8,2&25,-14,-2,-20
PGC1a acetyl inh,-10,.,.,1,-7,-9,6,7,-2,-1
Cneo AK release,0,2,-5,1,.,3,-5,2,-3,-1
PglD DTNB,3,-3,1,2,.,-6,2,-3,1,2
PAX8 reporter,.,-9,9,1,5,25,-3,26,13,9
LGR2 antag,0,1,17,8,-8,-25,8&-1,-11,14,8
Statin myotox sup,2,-1,18,-12,.,-21,10,.,-5,4

#21 CCCCCCC1(C)NC(=S)N(c2ccccc2)N1 (stereo unspecified)
#22 O=C(NCCc1ccccc1)C1CCC(Cn2c(=O)c3ccccc3n(Cc3cccnc3)c2=O)CC1 (stereo unspecified)
#23 C[C@H]1CN([C@@H](C)CO)C(=O)Cc2cc(NC(=O)Nc3ccccc3)ccc2O[C@H]1CN(C)S(=O)(=O)c1ccc(F)cc1
#24 CCOc1ccc2nc(SCC(=O)Nc3ccc(S(=O)(=O)N4CCCC4)cc3)c(C)cc2c1
#25 Cc1cc(C(=O)OCC(=O)NC2CC2)ccc1[N+](=O)[O-]
#26 CCOc1ccccc1C(=O)Nc1ccc(S(=O)(=O)Nc2nccc(C)n2)cc1
#27 COc1ccc(S(=O)(=O)N2CCOCC2)cc1NC(=O)c1ccc(SC)cc1OC
#28 C[C@@H]1CCCCO[C@@H](CN(C)C)[C@@H](C)CN([C@H](C)CO)C(=O)c2cc(NC(=O)Cc3ccccc3)ccc2O1
#29 CCCCc1cc(=O)oc2cc(C)cc(OCC(=O)NCc3ccccn3)c12
#30 C[C@H]1CN([C@@H](C)CO)C(=O)c2cc(N(C)C)ccc2O[C@@H]1CN(C)C(=O)NC1CCCCC1
Screen / compound no.,21,22,23,24,25,26,27,28,29,30
ARNT-TACC3 inh,5,-1,19,4,0,-6,.,-5,29,-3
GSIS activator,4,20,-15,11,20,7,.,11,18,17
PGC1a acetyl inh,-4,.,-4,24,6,-8,4,-2,-3,3
Cneo AK release,.,.,-12,-1,-1,1,12,45,-3,-2
PglD DTNB,.,.,2,-5,-8,-3,-2,3,-3,-7
PAX8 reporter,18,28,34,6,-10,13,-10,-4,15,-9
LGR2 antag,-7,-4,3,-23,7,4,-20,2,9,-8
Statin myotox sup,.,.,-66,-3,-3,6,-14,-5,15,-1

#31 C[C@H](O)C#Cc1ccc([C@@H]2[C@@H](CO)N3CCCCN(C(=O)c4cccc(F)c4)C[C@@H]23)cc1
#32 O=C1N=C(N2CCOCC2)S/C1=C/c1ccc(-c2ccc(F)cc2)o1
#33 COc1cc(-c2nnc(COC(=O)CSCC(=O)Nc3cc(C)on3)o2)cc(OC)c1OC
#34 c1ccc(-c2noc(C3CCC3)n2)nc1
#35 CC(NC(=O)NNC(=O)c1ccncc1)(C(F)(F)F)C(F)(F)F
#36 COc1ccccc1NC1CCCCC1NS(=O)(=O)c1ccc(C)cc1 (stereo unspecified)
#37 O=C(C[C@@H]1CC[C@@H](NC(=O)Cc2ccccn2)[C@@H](CO)O1)NCCc1ccccc1
#38 CC1(C(=O)NCC2CCCCC2)CCN1C(=O)Cc1ccc(-c2ccccc2)cc1 (stereo unspecified)
#39 COc1ccc(N2CCN(CCNS(=O)(=O)c3cccc4nsnc34)CC2)cc1
#40 Cc1cc(N)n2nc(-c3ccc(C(C)(C)C)cc3)cc2n1
Screen / compound no.,31,32,33,34,35,36,37,38,39,40
ARNT-TACC3 inh,-8,-3,.,.,-17,8,-4,.,23,-3
GSIS activator,-2,-20,4,1,3,41,11,-29,.,.
PGC1a acetyl inh,1,.,6,7,6,4,3,.,8,-8
Cneo AK release,-1,0,-1,-1,.,0,3,20,0,-9
PglD DTNB,-13,-5,4,4,.,2,-2,3,-13,-7
PAX8 reporter,9,25,-11,-20,15,6,.,-10,.,.
LGR2 antag,0,0,-32,-16,.,11,6,-15,.,.
Statin myotox sup,25,-15,-1,10,.,6,3,2,22,-80

#41 C[C@@H]1CN([C@@H](C)CO)C(=O)Cc2cc(NS(=O)(=O)c3ccc(Cl)cc3)ccc2O[C@@H]1CN(C)C(=O)Nc1cccc2ccccc12
#42 C[C@H]1CN([C@@H](C)CO)C(=O)c2cccc(NS(=O)(=O)c3cn(C)cn3)c2O[C@@H]1CN(C)C(=O)Nc1ccc(F)cc1
#43 O=C(Cc1ccc(Cl)cc1)N1CCN(c2ccccc2)CC1
#44 O=C(C[C@H]1C[C@H]2c3cc(NC(=O)Nc4ccc(F)cc4)ccc3O[C@H]2[C@@H](CO)O1)NC1CCCC1
#45 CNc1nc(C)c(C(C)=O)cc1C#N
#46 COc1ccc(CN(C)C[C@H]2OCCCC[C@H](C)Oc3ccc(NS(=O)(=O)c4cn(C)cn4)cc3C(=O)N([C@@H](C)CO)C[C@@H]2C)cc1
#47 CCC(=O)Nc1ccc2c(c1)OC[C@@H](C)N(Cc1cccnc1)C[C@H](C)[C@@H](OC)CN(C)C2=O
#48 C[C@@H]1CN([C@H](C)CO)S(=O)(=O)c2ccc(C#CC3(O)CCCC3)cc2O[C@H]1CN(C)C(=O)c1ccncc1
#49 CO[C@H]1CN(C)C(=O)c2cc(NC(=O)c3ccc(F)cc3)ccc2OC[C@@H](C)N(C(=O)CN(C)C)C[C@@H]1C
#50 Cc1cc(S(=O)(=O)Nc2cccc([N+](=O)[O-])c2)c(C)s1
Screen / compound no.,41,42,43,44,45,46,47,48,49,50
ARNT-TACC3 inh,-1,-4,1,-8,-2,9,.,2,.,-5
GSIS activator,-11,3,-8,-3,.,28,8,7,3,-68
PGC1a acetyl inh,-10,4,.,-2,3,4,1,6,4,-14
Cneo AK release,-2,-64,2,0,1,57,0,0,.,0
PglD DTNB,0,-1,0,6,-7,8,4,-2,.,-1
PAX8 reporter,.,-10,2,1,.,8,12,.,0,11
LGR2 antag,13,-4,-29,-9,.,2,-4,0,-7,5
Statin myotox sup,33,-2,11,2,-7,.,-16,-2,3,4

#51 c1ccc(-c2cn(C[C@H]3CC[C@@H]([C@@H]4CC[C@H](Cn5cc(-c6ccccn6)nn5)O4)O3)nn2)nc1
#52 O=C(Nc1ccccc1)N1CCC(O)(c2cccc(C(F)(F)F)c2)CC1
#53 Cc1ccc(-c2ccc(C(=O)O)[nH]2)cc1
#54 COCCNC(=O)c1cc2cc(Cl)cc(Cl)c2oc1=O
#55 C[C@@H]1CN([C@@H](C)CO)C(=O)Cc2cc(NS(=O)(=O)c3ccc(Cl)cc3)ccc2O[C@@H]1CN(C)S(=O)(=O)c1cn(C)cn1
#56 CN(C)c1ccc2c(c1)OC(N)=C(C#N)C2c1cccc(F)c1 (stereo unspecified)
Screen / compound no.,51,52,53,54,55,56
ARNT-TACC3 inh,66*,-13,0,-3,-4,-1
GSIS activator,.,-6,.,15,17,.
PGC1a acetyl inh,-5,-24,.,-15,2,-33
Cneo AK release,0,2,-1,-1,-1,-1
PglD DTNB,0,9,-4,3,1,-2
PAX8 reporter,-11,35,.,-2,.,.
LGR2 antag,9,7,.,10,-1,.
Statin myotox sup,10,-9,5,16,28,.

Source: PubChem BioAssay
